# Compound activity (PubChem)
# aSyn tox rescue = alpha-synuclein toxicity suppression in yeast | AID 1347070 | S. cerevisiae alpha-synuclein toxicity rescue, BacTiter-Glo growth, 24 h | hit rate 0.02% among 94,000 | Potency, µM (highest dose often 46.1 µM), inactives show at the top dose growth rescue (activation), most hits filed as activators; active = well fitted activation curve with a large enough effect; inconclusive = small, poorly fitted or top-dose-only effect; note: 0% is about no effect
#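 Growth restoration measured by BacTiter-Glo luminescence after 24 hr at 30 deg C; alpha-synuclein yeast, raffinose-pregrown to mid-log, were added at OD600=0.02 in galactose medium onto pinned compounds.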
# Starred values were filed as active, the others as inactive; ? = inconclusive; [ ] = another dose, or the depositor's remark. Potency is the fitted concentration of half-maximal effect.
SMILES,aSyn tox rescue
CCCCn1c(N)c(N(CC(C)C)C(=O)c2cnc(C)cn2)c(=O)[nH]c1=O,5%
CCN(CC)c1ccc(S(=O)(=O)N2CCOCC2)cc1NC(=O)CSc1nncs1,-9%
CCc1nnc(SC(CC)C(=O)Nc2ccc(OC)c(Cl)c2)c2cc3occc3n12 (configuration not stated),7%
O=C(Nc1nc(-c2ccc([N+](=O)[O-])cc2)cs1)C1=COCCO1,-5%
CCOCCCNC(=O)CCCC1=NS(=O)(=O)c2ccccc2N1,7%
CCOc1ccc(C(=O)Nc2ccccc2OCc2cc(=O)n3ccccc3n2)cc1,-4%
CC(=O)Nc1ccc(C(=O)N/N=C/c2cc(Br)cc(Br)c2O)cc1,4%
O=C(CN1CCN(c2ccc(F)cc2)CC1)NC(=O)NCc1ccco1,-11%
Cc1ccccc1OCC(=O)Nc1cccc(C(=O)OCc2cc(=O)n3c(C)csc3n2)c1,17%
CCCCn1c(N)c(N(CCOC)C(=O)c2ccc(S(=O)(=O)N3CCCCC3)cc2)c(=O)[nH]c1=O,-6%
COc1ccc(C(=O)N2CCn3c2nc2ccccc23)cc1,11%
CCc1cccc(C)c1NC(=S)N(CCOC)C(C)c1ccco1 (configuration not stated),1%
CCOc1ccccc1NC(=O)Cn1ccn(Cc2ccc(C)cc2)c(=O)c1=O,-4%
Cc1cc(OCC(=O)N(C(C)C)C(C)C)cc(C)c1Br,7%
CCc1cccc(C)c1NC(=O)c1cc(S(=O)(=O)NCc2ccccc2Cl)ccc1F,-11%
Nc1c(C(=O)Nc2ccc3c(c2)OCCO3)nnn1Cc1ccccc1Cl,0%
C=CCSC1=N/C(=C/c2ccsc2)C(=O)N1c1ccccc1,-39%[inhibitor]
Cc1ccc2oc(C(=O)Nc3nnc(CC(C)C)s3)cc(=O)c2c1,-4%
COc1ccc2c(c1)c1c(c(=O)n(Cc3ccccc3)c(=O)n1CC(=O)NCc1ccccc1)n2C,-1%
COc1ccc(OC)c(NC(=O)Nc2cccc(OCc3cc(=O)n4cc(C)ccc4n3)c2)c1,3%
CCCc1cc(=O)[nH]c2nnc(SCC(=O)NC3CCCC3)n12,0%
CC(C)C1C(=O)N(Cc2cn(CC3CCCCC3)nn2)CCS(=O)(=O)N1Cc1ccc(-c2ccccc2)cc1 (configuration not stated),6%
COc1cc(OC)c(N(C)C(=O)c2cc3c(s2)-c2ccccc2OC3)cc1Cl,-8%
CCC(=O)N1CCc2cc(Br)cc(S(=O)(=O)CCC(=O)NCCc3ccc(Cl)cc3)c21,-1%
CC1=C(c2ccc(C)c(C)c2)S(=O)(=O)N(Cc2ccc(C(=O)NCc3ccccc3F)cc2)C1=O,8%
Cc1cccc(NC(=O)Cn2c(=O)n(CCCS(=O)(=O)C3CCCCC3)c(=O)c3ccccc32)c1,2%
O=C(c1ccc2c(=O)n(CCc3ccccc3)c(=O)[nH]c2c1)N1CCN(c2ccc(F)cc2)CC1,-4%
O=C(NCCn1cc(SCc2ccc(C(F)(F)F)cc2)c2ccccc21)c1cccs1,-7%
Cc1ccc2nc(COc3ccccc3NC(=O)COc3ccc(F)cc3)cc(=O)n2c1,-2%
CC(C)c1ccc(S(=O)(=O)NCc2nc3cccnc3n2Cc2ccc(F)cc2)cc1,5%
NC(=O)CSc1nnc(-c2ccccc2F)n1C1CC1,-5%
Cc1cccc(NC(=O)CN2C(=O)c3ccccc3Sc3ncccc32)c1C,0%
O=C(NCc1ccccc1Cl)c1ccc(NC(=O)N2CCCCc3ccccc32)cc1,0%
O=C(CN1C(=O)NC2(CCc3ccccc32)C1=O)NCC(F)(F)F (configuration not stated),-11%
CCCN(CCC)c1nn2c(=O)c(C(=O)NCc3cccc(OC)c3)cnc2s1,2%
Fc1cccc(F)c1-c1nc(-c2ccncc2)no1,8%
CN1CCN(CCCNC(=O)c2ccc3c(=O)n(CCc4ccccc4)c(=O)[nH]c3c2)CC1,-17%
CCOC(=O)c1ccccc1NC1c2ccccc2C(=O)N1C1CCN(C(=O)OCC)CC1 (configuration not stated),-4%
Nc1nc(Sc2ccc([N+](=O)[O-])cc2[N+](=O)[O-])n[nH]1,4%
Cc1ccc(S(=O)(=O)N(C)C[C@H]2OCCCC[C@@H](C)Oc3ccc(N(C)C)cc3C(=O)N([C@H](C)CO)C[C@@H]2C)cc1,17%
O=C(N/N=C/c1c[nH]c2ccccc12)c1ccncc1,-6%
CCN(CC(=O)Nc1c(F)cccc1F)C(=O)Cc1cccs1,1%
O=C(CCl)N1N=C(c2ccco2)CC1c1ccco1 (configuration not stated),-1%
CCC(C)NC(=O)CCC(=O)N1Cc2ccccc2Oc2ncccc21 (configuration not stated),-12%
CCc1ccc(OCC(=O)N(Cc2ccc(C)cc2)Cc2ccco2)cc1,2%
COc1ccccc1Cc1nc2ccccc2nc1SCC(=O)N1CCN(c2ccccc2)CC1,9%
CC1(C)CC(=O)C(C=NCC2CCN(C(=S)Nc3ccccc3)CC2)=C(O)C1,7%
O=C(Cc1ccccc1)NCc1ccc(F)cc1,-40%[inhibitor]
NC(=O)C1Cc2ccccc2CN1C(=O)c1cccc(Oc2ccccc2)c1 (configuration not stated),5%
CC1CCc2noc(NC(=O)c3ccccc3[N+](=O)[O-])c2C1 (configuration not stated),-1%
CCN1CCN(Cc2nc3c(c(=O)n(C)c(=O)n3C)n2CC(=O)c2ccccc2)CC1,-1%
O=C(CN1C(=O)COc2ccc(S(=O)(=O)N3CCOCC3)cc21)NCc1ccccn1,3%
N#Cc1ccc(S(=O)(=O)N2CCC(Oc3cccc(C(F)(F)F)c3)CC2)cc1,5%
CCOC(=O)c1sc(N(Cc2ccccc2)C(=O)COC(=O)c2cnccn2)nc1C,19%
Oc1ccc(-c2csc(-c3cccnc3)n2)cc1O,-3%
CSc1ncnc2c1ncn2CCCNCc1cccs1,5%
Cc1ccc2c(CC(=O)N(Cc3ccc(Cl)cc3)Cc3ccco3)coc2c1,27%
O=C(O)C(Cc1c[nH]c2ccccc12)NS(=O)(=O)c1ccc(F)cc1 (configuration not stated),2%
O=C(NC1CCCCC1)C1CCN(S(=O)(=O)c2cccc3nonc23)CC1,2%
CCc1ccc(-c2cc(C)no2)cc1S(=O)(=O)NCc1ccc(OC)cc1,?

# Five entries already listed, arranged by molar mass, descending:
SMILES,aSyn tox rescue
CCC(=O)N1CCc2cc(Br)cc(S(=O)(=O)CCC(=O)NCCc3ccc(Cl)cc3)c21,-1%
CC(C)c1ccc(S(=O)(=O)NCc2nc3cccnc3n2Cc2ccc(F)cc2)cc1,5%
Cc1ccc2nc(COc3ccccc3NC(=O)COc3ccc(F)cc3)cc(=O)n2c1,-2%
O=C(O)C(Cc1c[nH]c2ccccc12)NS(=O)(=O)c1ccc(F)cc1 (configuration not stated),2%
O=C(Nc1nc(-c2ccc([N+](=O)[O-])cc2)cs1)C1=COCCO1,-5%

# Returning to the listing, repeating the three entries before the break.
SMILES,aSyn tox rescue
O=C(O)C(Cc1c[nH]c2ccccc12)NS(=O)(=O)c1ccc(F)cc1 (configuration not stated),2%
O=C(NC1CCCCC1)C1CCN(S(=O)(=O)c2cccc3nonc23)CC1,2%
CCc1ccc(-c2cc(C)no2)cc1S(=O)(=O)NCc1ccc(OC)cc1,?
O=C(O)C(F)(F)C(NCc1ccccc1)c1ccccc1 (configuration not stated),-6%
COCCN(C(=O)CSc1nc2ccccc2c(=O)n1CCOC)c1c(N)n(Cc2ccccc2)c(=O)[nH]c1=O,-5%
O=C(c1ccccc1)c1c(-c2ccccc2)[nH]n(-c2ccccc2)c(=O)c1=O,8%
CC(=O)NCc1ccc(C(=O)CCl)s1,-27%
Cc1cccc(Nc2cc(C)nc3nc(-c4ccccc4)nn23)c1,3%
COc1ccccc1CNC(=O)CCn1c(=O)c2ccccc2n(CC(=O)Nc2ccc(C)cc2C)c1=O,-3%
O=C(NC1CC(=O)N(c2ccc(Cl)cc2)C1)C1CCCCC1 (configuration not stated),-3%
COc1ccc(-c2nc3ccccc3o2)cc1NC(=O)C(C)Oc1ccc(Cl)cc1Cl (configuration not stated),-16%
O=C(OCc1c(F)cccc1Cl)c1cccnc1Cl,16%
O=C(Nc1ccn(CCCN2CCC(N3CCOCC3)CC2)c(=O)n1)OCc1ccccc1,-1%
CC(C)Cn1c(=O)c2ccccc2n2c(-c3ccc(Br)cc3)nnc12,-12%
O=C(Nc1ccc(F)cc1F)c1c2c(nc3ccccc13)C(=O)N(C1CCCCC1)C2,-5%
CCOc1ccc(CN2CCc3nc(Nc4ccc(OC)cc4OC)ncc3C2)cc1,0%
CC(C)n1c(S(=O)(=O)O)nc2ccccc21,3%
Nc1nnc(SCC(=O)N2CCc3ccccc3C2)s1,4%
O=C(COC(=O)c1ncc(Cl)c(Cl)c1Cl)Nc1ccc(Cl)cn1,-1%
CCN(CC)c1ccc(/C=N/NC(=O)CNC(=O)/C=C/c2ccco2)cc1,2%
Cc1ccccc1Nc1nn2c(=O)c3ccc(C(=O)NCc4ccccc4)cc3nc2s1,-13%
COc1ccccc1NC(=O)C(C)OC(=O)c1cccc(-n2cnnn2)c1 (configuration not stated),7%
Cc1ccc(C)c(CNC(=O)c2cnc3sc(N4CCCC4)nn3c2=O)c1,1%
Cc1ccc(O)c(C(CC(=O)NCC2(c3ccccc3)CCCC2)c2ccccc2)c1 (configuration not stated),15%
CCOc1cccc(/C=N/Nc2nc(N3CCCC3)nc(N3CCCC3)n2)c1O,-1%
Cc1cc(C(=O)N/N=C/c2ccc([N+](=O)[O-])cc2)c(C)o1,-7%
COc1ccc(CNCc2c(C(=O)O)c(C)n(Cc3ccc(Cl)cc3)c2C)c(OC)c1,0%
CCC1CCCCN1CCCNC(=O)Cn1ncc2c(C)n(Cc3ccccc3Cl)c(C)c2c1=O (configuration not stated),-3%
CN(c1ccc(OCC(=O)N2CCOCC2)cc1)S(=O)(=O)c1ccc(F)cc1,-1%
COCCCN1C(=O)C(=O)/C(=C(/O)c2ccc(OC)cc2)C12C(=O)N(C)c1ccccc12 (configuration not stated),-10%
Oc1c(Br)cc(/C=N/NC(=S)NCc2ccco2)cc1Br,0%
COc1cc2cc(CNc3ccc(C)cc3)c(=O)n(CC(=O)Nc3ccc(F)cc3F)c2cc1OC,0%
CS(=O)(=O)N1CCN(c2ccccc2NC(=S)NC(=O)c2ccccc2[N+](=O)[O-])CC1,7%
COc1ccc(CCNC(=O)C(=O)NCC(c2ccco2)S(=O)(=O)c2cccs2)cc1 (configuration not stated),-8%
CN(Cc1ccccc1)N=Nc1ccccc1,-6%
COc1ccc(CCN2CC(C(=O)NCc3cnn(C)c3)CCC2=O)cc1 (configuration not stated),7%
CCOc1ccc(S(=O)(=O)Nc2cccc(C(=O)NCC3(N4CCCCC4)CCCCC3)c2)cc1,6%
O=C(O)CCc1nnc2cnc3ccccc3n12,-4%
CCOC(=O)Cn1c(=N)n(Cc2ccc(C(C)(C)C)cc2)c2ccccc21,-9%
CCOc1cc(C(=O)OCc2cc(=O)n3nc(CC)sc3n2)cc(OCC)c1OCC,8%
Cc1cc(C)c(Cn2c3ccccc3c3cnn(CC(=O)NCCC4=CCCCC4)c(=O)c32)c(C)c1,5%
COc1ccc(OCCC(=O)NCCN2CCOCC2)cc1,8%
Cc1cccc(C)c1OCC(=O)Nc1c(C(=O)c2ccccc2)oc2ccccc12,-7%
CC(C)(C)c1cc(NC(=O)CCl)n(-c2ccccc2)n1,-3%
Cn1c(C(=O)NCCc2ccccc2)cc2c(=O)n3ccccc3nc21,3%
COc1ccccc1CNC(=O)CN(c1ccccc1OC)S(C)(=O)=O,-11%
Cc1cc(=O)oc2cc(OCc3ccc(C(=O)N4CCN(c5ccccc5)CC4)cc3)ccc12,0%
CCC(=O)N1CCCc2cc(S(=O)(=O)Nc3ccc(C)c(C)c3)ccc21,-4%

# Among those listed so far, 7 contain a thiophene ring, fused or not.
SMILES,aSyn tox rescue
C=CCSC1=N/C(=C/c2ccsc2)C(=O)N1c1ccccc1,-39%[inhibitor]
COc1cc(OC)c(N(C)C(=O)c2cc3c(s2)-c2ccccc2OC3)cc1Cl,-8%
O=C(NCCn1cc(SCc2ccc(C(F)(F)F)cc2)c2ccccc21)c1cccs1,-7%
CCN(CC(=O)Nc1c(F)cccc1F)C(=O)Cc1cccs1,1%
CSc1ncnc2c1ncn2CCCNCc1cccs1,5%
CC(=O)NCc1ccc(C(=O)CCl)s1,-27%
COc1ccc(CCNC(=O)C(=O)NCC(c2ccco2)S(=O)(=O)c2cccs2)cc1 (configuration not stated),-8%

# The list goes on.
SMILES,aSyn tox rescue
CC(C)OCCCn1c(=NC(=O)c2cccs2)c(C#N)cc2c(=O)n3ccccc3nc21,1%
Cc1cccc(-c2nc(CSCC(=O)N3CCN(c4cccc(C)c4C)CC3)c(C)o2)c1,?
CCc1cc(=O)[nH]c(SCc2nc(-c3ccc(C(F)(F)F)cc3)no2)n1,3%
COC(=O)C1=C(C)Nc2nc(-c3ccccc3)nn2C1c1ccc(C)o1 (configuration not stated),7%
O=c1c2cc3c(cc2nc2sc(Nc4ccc(F)cc4F)nn12)OCO3,5%
Cc1ccc(-c2nc(CS(=O)(=O)CC(=O)N3CCN(c4ccccc4)CC3)c(C)o2)cc1,11%
CNC(=O)c1ccc(NC(=O)CN2c3cccc4cccc(c34)S2(=O)=O)cc1,-4%
O=c1[nH]n(-c2ccc([N+](=O)[O-])cc2)c(=O)c2ccccc12,-9%
CC(C)(C)NC(=O)c1ccc(C(=O)NC(C)(C)C)cc1,-5%
CCN(c1ccccc1)c1nc2nonc2nc1NCCO,1%
CCCCOc1nnc(-c2ccc(OCC)cc2)c2ccccc12,-14%
CCN(CCCNC(=O)c1nn(-c2ccc(C)cc2)c(=O)c2c1c1ccccc1n2C)c1cccc(C)c1,7%

# An excerpt; the hit share may differ from the screen's.
